Assay outcomes as filed in PubChem BioAssay.
All columns: NCI-60 one-dose screen, growth in % after 48 h at 10 µM unless noted; 100 = growth as untreated, 0 = no growth, -100 = all killed.
HCC-2998 – HCC-2998 colon cancer | 79,000 tested, 4.7% active
SW-620 – SW-620 colon cancer. 82,000 tested, 5.2% active
SF-295 – SF-295 CNS cancer cells; 79,000 tested, 5.6% active; AID 1794758
KM12 – KM12 colon cancer cells. 82,000 tested, 5% active
SNB-75 – SNB-75 CNS cancer; 79,000 tested, 5% active; AID 1794750
HT29 – HT29 colon cancer. 81,000 tested, 7.4% active
SF-268 – SF-268 CNS cancer cells; 82,000 tested, 3.1% active
SNB-19 – SNB-19 CNS cancer cells; 81,000 tested, 2.5% active; AID 1794751
SF-539 – SF-539 CNS cancer; 81,000 tested, 6.8% active
* = called active by the depositor; x = not tested or not shown; & = joins results of further samples. The calls were made as follows: active = growth percent below 10; inactive = the rest.

1. CC/C(=C/c1cccc(OC)c1O)c1ccc2cccc(OC)c2[o+]1
2. Nc1[nH]nc2[nH]c(=S)nc(-c3ccco3)c12
3. COc1ccc2nc3ccccc3c(NCCNCCO)c2c1
4. O=c1[nH]c(NCCc2cc3cc(Cl)ccc3[nH]2)nc2sc3c(c12)CCCC3
5. CCN(c1ccccc1)S(=O)(=O)c1cc(NC(=O)CCC(=O)O)ccc1N
6. CN1CCN(Cc2ccc(C(=O)Nc3cncc(C#Cc4cnc5cccnn45)c3)cc2C(F)(F)F)CC1
7. c1ccc(-c2nc(N3CCN(C(c4ccccc4)c4ccccc4)CC3)c3ccccc3n2)cc1
8. N=C(N)c1ccc(O)cc1
Screen / compound no.	1	2	3	4	5	6	7	8
HCC-2998	125	109	-73*	67	91	90	118	97
SW-620	102	97	-18*	39	102	22	102	111
SF-295	93	100	-18*	58	107	80	99	89
KM12	102	92	-30*	47	103	13	102	102
SNB-75	99	104	-53*	64	94	97	x	87
HT29	116	103	-12*	44	105	23	102	104
SF-268	101	104	-28*	50	99	60	93	105
SNB-19	103	84	1.5*	60	89	95	100	109
SF-539	95	97	-11*	53	100	33	101	103

In a second layout: entries from further up
2. Nc1[nH]nc2[nH]c(=S)nc(-c3ccco3)c12
  HCC-2998: 109	SW-620: 97	SF-295: 100	KM12: 92	SNB-75: 104	HT29: 103	SF-268: 104	SNB-19: 84	SF-539: 97

4. O=c1[nH]c(NCCc2cc3cc(Cl)ccc3[nH]2)nc2sc3c(c12)CCCC3
  HCC-2998: 67	SW-620: 39	SF-295: 58	KM12: 47	SNB-75: 64	HT29: 44	SF-268: 50	SNB-19: 60	SF-539: 53

The listing picks up, repeating the 4 entries before the break.
5. CCN(c1ccccc1)S(=O)(=O)c1cc(NC(=O)CCC(=O)O)ccc1N
6. CN1CCN(Cc2ccc(C(=O)Nc3cncc(C#Cc4cnc5cccnn45)c3)cc2C(F)(F)F)CC1
7. c1ccc(-c2nc(N3CCN(C(c4ccccc4)c4ccccc4)CC3)c3ccccc3n2)cc1
8. N=C(N)c1ccc(O)cc1
9. N#C/C(=C\c1cc2ccccc2nc1Cl)C(=O)c1c[nH]c2ccccc12
10. CN(CSc1ccc(Cl)cc1)c1ccc(CSc2ccc(Cl)cc2)cc1
11. OCCN(CCO)CC(O)c1cc(-c2ccccc2)nc2ccccc12 (configuration not stated)
12. c1ccc2c(c1)cnc1c3ccccc3n(CCCn3ccnc3)c21
13. CCC(=O)OC1CCC(C(C)CC)CC1 (configuration not stated)
14. CC(=O)c1cnn(-c2ccccc2)c1C
15. CCC1C[N+]2=C(c3cc(OC)c(OC)cc3CC2)c2c1cc1n2CCc2cc(OC)c(OC)cc2-1 (configuration not stated)
16. Cc1ccc2nc(C)[nH]c2c1
Screen / compound no.	5	6	7	8	9	10	11	12	13	14	15	16
HCC-2998	91	90	118	97	103	85	108	86	96	117	34	106
SW-620	102	22	102	111	33	67	109	63	107	108	49	117
SF-295	107	80	99	89	87	71	107	77	108	88	64	107
KM12	103	13	102	102	83	46	103	43	100	106	7.7*	114
SNB-75	94	97	x	87	65	86	96	96	98	89	24	109
HT29	105	23	102	104	57	97	89	48	103	110	41	104
SF-268	99	60	93	105	83	43	100	76	98	107	33	106
SNB-19	89	95	100	109	85	85	99	72	108	108	34	106
SF-539	100	33	101	103	61	47	102	88	96	98	32	109

17. CCCc1ccc(-c2cn(CC(=O)Nc3nc4ccccc4s3)nn2)cc1
18. O=C(CCSc1nnc2n(Cc3ccccc3)c(=O)c3c4c(sc3n12)CCCC4)N1CCN(c2ccccc2)CC1
19. COc1ccc([C@@H]2CCC[C@H](/C=C/P(=O)(OC)OC)O2)cc1
20. COc1ccc(C2c3cccn3-c3ccccc3N2C(C)=O)cc1 (configuration not stated)
21. Cc1ccc(-c2nc(C#N)c(N3CCN(S(=O)(=O)c4oc(-c5ccc(C)cc5)nc4C#N)CC3)o2)cc1
22. CC(=N)C1=C(O)COC1=O
23. Fc1ccc(F)c(Nc2ccccc2)c1
24. O=C(O)C1CC(Br)C(Br)CC1C(=O)O (configuration not stated)
Screen / compound no.	17	18	19	20	21	22	23	24
HCC-2998	106	96	105	90	118	122	110	107&107
SW-620	99	101	96	86	113	101	111	102&105
SF-295	100	96	100	99	110	105	x	101&96
KM12	100	93	104	80	106	110	111	106&104
SNB-75	78	94	103	77	119	95	104	88&100
HT29	100	94	99	115	112	93	101	96&98
SF-268	97	93	105	96	105	105	109	110&100
SNB-19	95	100	104	100	101	97	103	100&101
SF-539	85	100	102	108	108	102	104	96&100

25. Cc1ccc(-c2nc3cc4nc5ccccc5nc4cc3n2CC(=O)ONN)o1
26. Cc1oc2c(C(=O)N/N=C\c3ccc(O)cc3O)c[nH]c2c1C
27. Clc1ccc(OCc2nc(Cc3ccccc3)n[nH]2)c(Cl)c1
28. N#Cc1c(-c2cc(=O)oc3ccc(Cl)cc23)cc(-c2cc3ccccc3oc2=O)nc1N
29. ICI
30. O=C1C=CC2C=CC1C=C2
31. C/C=C(\C)C(CC)(C(=O)OCC)C(=O)OCC
32. COc1ccc(C2CC(n3nnnc3-c3ccccc3)=NN2)cc1 (configuration not stated)
Screen / compound no.	25	26	27	28	29	30	31	32
HCC-2998	118	9.7*	102	88	112	101	110	72
SW-620	111	39	102	105	111	99	101	51
SF-295	110	12	98	96	104	105	115	27
KM12	112	29	98	92	107	99	115	49
SNB-75	99	40	86	84	93	95	79	77
HT29	118	26	106	91	105	112	105	84
SF-268	110	7.4*	93	91	105	101	114	75
SNB-19	102	36	93	84	103	106	93	88
SF-539	107	9.9*	96	96	104	101	101	38

33. Oc1ccc(Cl)c(Nc2nc(SCCN3CCOCC3)nc3c2cnn3CC(Cl)c2ccc(Br)cc2)c1 (configuration not stated)
34. Oc1cccc(O)c1
35. COc1cc2ccn(CC(=O)N[C@@H](CC(C)C)B(O)O)c(=O)c2cc1OC
36. CCOC(=O)c1cnc2cc(Cl)c(F)cc2c1Nc1cccc(S(N)(=O)=O)c1
37. COc1ccc2c(c1)/C(=C\c1ccc(O)cc1)C(=O)N2
38. O=c1oc2c(c3ccccc13)CCCC2O (configuration not stated)
39. COc1ccc(CCC(=O)c2ccccc2)cc1
40. O=c1oc2ccccc2cc1-c1nnc(SCc2ccccc2)o1
Screen / compound no.	33	34	35	36	37	38	39	40
HCC-2998	9.6*	100&107	102	108	115	101	112	112
SW-620	30	106&104	108	105	106	115	107	93
SF-295	13	104&95	101	105	96	97	92	101
KM12	17	103&102	102	102	68	102	109	103
SNB-75	12	96&100	95	75	81	96	93	79
HT29	6.2*	94&117	113	105	116	102	97	104
SF-268	41	98&116	104	93	90	96	104	97
SNB-19	38	104&109	104	92	95	96	95	103
SF-539	29	100	94	95	81	96	109	96

3 compounds already listed, ordered by length of the SMILES, ascending.
34. Oc1cccc(O)c1
39. COc1ccc(CCC(=O)c2ccccc2)cc1
35. COc1cc2ccn(CC(=O)N[C@@H](CC(C)C)B(O)O)c(=O)c2cc1OC
Screen / compound no.	34	39	35
HCC-2998	100&107	112	102
SW-620	106&104	107	108
SF-295	104&95	92	101
KM12	103&102	109	102
SNB-75	96&100	93	95
HT29	94&117	97	113
SF-268	98&116	104	104
SNB-19	104&109	95	104
SF-539	100	109	94

Going on with the list:
41. C=C[C@]1(C)C=C2C(=O)[C@@]3(O)OC[C@@]4(CCCC(C)(C)C43O)C2(O)C(O)C1 (some centres not stated)
42. CC(C)(C)c1ccc(N)c([N+](=O)[O-])c1
43. O=S(=O)(O)NC1CCCCC1
44. Clc1ccc(/C=N/N=c2\scc(-c3ccccc3)n2/N=C/c2ccc(Cl)cc2)cc1
45. CCOC(=O)c1cccc([N+](=O)[O-])c1
46. Cc1nn(-c2cc(=O)[nH]c3ccc(Br)cc23)c(N)c1C#N
47. O=C(N=Nc1c(O)[nH]c2ccc(Cl)cc12)c1cc(-c2ccccc2)on1
48. Nc1ccc(S(=O)(=O)c2ccc(NC(=O)c3ccc(-n4c(=O)[nH]c5ccccc5c4=O)cc3)cc2)cc1
Screen / compound no.	41	42	43	44	45	46	47	48
HCC-2998	x	102	96&98	97	100	110	105	108
SW-620	-58*	113	106	111	105	90	106	108
SF-295	113	101	105&117	96	95	106	100	107
KM12	89	109	99&103	105	94	103	101	105
SNB-75	70	93	88&105	95	101	71	70	x
HT29	-69*	102	101&108	71	98	105	103	103
SF-268	84	112	99&102	109	102	96	99	113
SNB-19	99	104	104&109	110	103	109	96	100
SF-539	66	108	97&98	100	99	102	102	102

49. CC(=O)CSc1nc(-c2cc3ccccc3o2)cc(-c2ccc(Cl)cc2)c1C#N
50. Nc1nc(-c2ccccc2)c(CCCOc2ccc([N+](=O)[O-])cc2)c(=O)[nH]1
51. COc1ccc(/C=N/NC(=O)c2ccc(S(C)(=O)=O)cc2)cc1OC
52. O=S(=O)(Cl)c1ccccc1Cl
53. O=C1c2ccccc2C(=O)c2c(N=Nc3sc(Nc4ccc(Cl)cc4)nc3O)cccc21
54. COc1nc2c(c(=O)n1C)CN(c1ccccc1)C(=O)C(C)N2 (configuration not stated)
55. COc1ccc(-c2nc(SCCC(C)C)nc(Nc3ccc(F)c(Cl)c3)c2C#N)cc1
56. COCCn1cc(-c2nc(-c3cn(CCOC)c4ncccc34)cs2)c2cc(F)ccc21
Screen / compound no.	49	50	51	52	53	54	55	56
HCC-2998	121	102	98	109	113	95	102	42
SW-620	102	97	100	113	109	100	55	91
SF-295	135	98	100	105	100	105	78	75
KM12	112	103	96	104	100	105	102	11
SNB-75	77	99	86	93	99	77	x	77
HT29	110	x	98	102	106	100	76	58
SF-268	106	95	102	105	98	97	83	92
SNB-19	104	94	97	109	113	97	78	90
SF-539	114	x	105	104	89	96	70	76

57. C[C@@H](O)C[C@@H](C[C@H](C)c1ccc2ccccc2c1)c1ccccc1
58. CCOC(=O)/C(=C\c1ccc(OC)cc1)C(C)=O
59. O=C(c1ccc(-c2ccc3[nH]c(=O)nc(-c4ccccc4)c3c2)cc1)N1CCOCC1
60. O=C1c2ccccc2S(=O)(=O)N1CCCN1C(=O)c2ccccc2S1(=O)=O
61. N#Cc1c(-c2ccc(F)cc2)nc(N/N=C/c2c[nH]c3ccccc23)nc1N1CCOCC1
62. N#Cc1c(-c2cccc([N+](=O)[O-])c2)nc(SCC(=O)c2ccccc2)[nH]c1=O
63. O=C(O)CCOc1ccc(Cl)cc1
64. COc1ccc(/C=C2\SC(=O)N(Cc3cc4ccccc4nc3Cl)C2=O)cc1OC
Screen / compound no.	57	58	59	60	61	62	63	64
HCC-2998	102	117	114	x	59	103	88	118
SW-620	99	96	107	104	7.6*	100	100	109
SF-295	95	95	103	109	-17*	107	108	101
KM12	92	95	97	109	40	102	103	110
SNB-75	104	83	78	86	62	77	91	124
HT29	92	104	96	108	18	102	92	110
SF-268	95	93	104	98	69	97	102	110
SNB-19	112	99	102	100	90	97	97	103
SF-539	101	92	104	95	53	101	102	103

65. CC(C)C(=O)Nc1cccnc1
66. O=C1/C(=C/c2cn(-c3ccccc3)nc2-c2cccc([N+](=O)[O-])c2)SC(=S)N1Cc1ccc2c(c1)OCO2
67. CC1CCCN(CC(O)CN2CCN(CC(O)CN3CCCC(C)C3)C(C)C2)C1 (configuration not stated)
68. COc1ccc2c(c1)CC/C(=C\c1cccnc1Br)C2=O
69. O=C(/C=C/c1ccccc1)Nc1ccc(-c2nc3ccccc3c(=O)[nH]2)cc1
70. CCOC(=O)C(Cc1ccc([N+](=O)[O-])cc1)N1C(=O)c2ccccc2C1=O (configuration not stated)
71. O=C(c1ccc(Cl)cc1)N1CCCCC1
72. OCCOc1ccc(OCCO)cc1
73. O=C(O)c1cc(N2C(=O)/C(=C\c3ccc(-c4ccccc4F)o3)SC2=S)ccc1O
74. NN=C1CCC(=NN)CC1
Screen / compound no.	65	66	67	68	69	70	71	72	73	74
HCC-2998	111	120	102	x	96	107	107	102	101	x
SW-620	94	103	101	116	81	111	100	102	106	93
SF-295	109	106	97	94	110	x	99	116	94	107
KM12	98	111	108	88	90	108	106	117	102	101
SNB-75	91	93	84	96	77	92	89	85	95	69
HT29	99	105	110	93	95	105	101	102	111	85
SF-268	103	99	102	96	89	111	104	107	98	140
SNB-19	x	103	104	92	105	106	94	99	98	95
SF-539	94	106	95	94	93	109	98	100	98	95
